# Screening data as filed in PubChem.
# phage Ecoli inh – E. coli growth loss with phage present. growth absorbance. inhibition, % at 11.9 µM. actives 0.26% (n = 360,000). AID 651602; in the data active = inhibition above about 11%
# Wnt act – activators of Wnt/beta-catenin signaling; activation, % at 9.35 µM; Wnt/beta-catenin reporter cell assay, activator, plate reader; AID 743398; actives 1.2% (n = 300,000); in the data active = activation above about 30%, passing the limit was not always enough;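 note: 0% = neutral control wells and 100% = positive control wells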
# The depositor's hits bear a star. A portion of the library (hit frequency here may not be typical).
phage Ecoli inh,Wnt act,molecule
2.1,-1,CCCCN1C(=O)C(CC(=O)NCc2ccco2)CC(C(=O)N(C(C)C)C(C)C)=C1C (stereo not drawn)
2.3,0,Cc1ccc(C(NC(=O)C2CCN(Cc3ccc(Cl)c(Cl)c3)CC2)c2ccccn2)cc1 (stereo not drawn)
1.2,4,O=C(Nc1ccc(Oc2ccccc2)cc1)c1ccc2nc([C@@H]3O[C@H](CO)[C@H](O)[C@H](O)[C@H]3O)[nH]c2c1
3.8,-3,O=C(NCc1ccccc1)[C@H]1CCCN1C(=O)[C@H]1CCCN1C(=O)c1ccc(Cl)cc1
2.2,-1,CC1(C(=O)NS(=O)(=O)c2cccs2)CCN1C(=O)Cc1ccccc1 (stereo not drawn)
2.0,-2,COc1ccc(S(=O)(=O)NC(C)c2ccc3c(c2)OCCO3)cc1 (stereo not drawn)
1.2,-1,Cc1cn([C@H]2C[C@H](O)[C@@H](CNCc3cnc(N4CCOCC4)s3)O2)c(=O)[nH]c1=O
0.6,-1,Cc1nc(C(F)(F)F)ccc1C(=O)N1CCC1(C)C(=O)NS(=O)(=O)c1c(C)noc1C (stereo not drawn)
2.9,-1,CC1(C(=O)NS(=O)(=O)c2ccc(Cl)cc2)CCN1C(=O)c1cccc(F)c1 (stereo not drawn)
-0.6,0,CCOC1CCCc2oc(-c3ccc(N(C)C)cc3)c(C(=O)OC)c21 (stereo not drawn)
1.6,-2,CC(C)CC(N)c1csc(Nc2ccc(C(=O)c3ccccc3)cc2)n1 (stereo not drawn)
2.3,-1,COCCN(C(=O)CSc1nnc(-c2cccc(Cl)c2)n1N)c1c(N)n(CC(C)C)c(=O)[nH]c1=O
0.2,-1,COc1ccc(-c2cnc3c(c2)C(=O)N([C@H](C)CO)C[C@@H](C)[C@H](CN(C)Cc2ccccc2)O3)cc1
5.6,0,CCN1C(=O)[C@H]2[C@@H](c3ccc(C(F)(F)F)cc3)N[C@]3(CCCN(Cc4ccc(C)cc4)C3=O)[C@H]2C1=O
1.0,0,COc1ccccc1Cc1c(-c2ccc(F)cc2)nc2ccc(Br)cn12
2.1,3,CCc1nc2ccc(C(=O)NCCOc3ccc(OC)cc3)cn2c1N(CCC(C)C)CCN(C)C
2.8,0,CC(=O)Nc1ccc(-c2ccnc3c2CC(C(=O)Nc2cccc(Oc4ccccc4)c2)O3)cc1 (stereo not drawn)
0.7,-2,COCc1cccc(-c2csc(C(NC(C)=O)c3cccc(F)c3)n2)c1 (stereo not drawn)
1.6,-4,CCOC(=O)C1=CCN(S(=O)(=O)c2ccc(C)cc2)C1c1ccc(CC)cc1 (stereo not drawn)
0.2,-7,C[C@H](c1ccccc1)N1C[C@@H](COCc2ccccc2)Oc2cc(N3CCC[C@@H]3CO)ccc2S1(=O)=O
1.7,17,Cc1ccc2c(c1)sc1nncn12
2.8,42*,Cc1cc(=O)oc2cc(OCc3c(F)cccc3Cl)ccc12
3.8,4,O=C(/C=C/[C@H]1O[C@@H](n2ccc(=O)[nH]c2=O)[C@H](O)[C@@H]1O)NCc1cccnc1
1.6,-3,CCCCN(C=O)c1c(CC)nc2c(OCC(=O)C(C)(C)C)cccn12
0.6,-2,O=C1NC[C@H](CCCCN2CCN(CCc3ccccc3)C(=O)C2=O)N(Cc2ccccc2)C1=O
2.2,2,COC(=O)[C@@]12C[C@@H](CC(=O)N3CCCC3)C(=O)N(Cc3ccccc3)C1=CCC(C)(C)C2
5.2,-2,O=C(CSc1nnc(CNC(=O)c2c(F)cccc2F)o1)NCc1ccc2c(c1)OCO2
2.7,-6,C=CCN(CC=C)C(=O)C1c2ccccc2Oc2ccccc21
1.4,-3,O=C(CN1CCN(S(=O)(=O)c2ccc3c(c2)OCCCO3)CC1)N1CCc2ccccc21
-2.3,-2,COc1ccc2c(c1)Cc1c-2cc(Br)c(N)c1Br
4.4,43*,CC(=O)Nc1cccc(OCc2ccc([N+](=O)[O-])cc2)c1
1.3,-10,Cc1ccc(S(=O)(=O)N2CC3C(=O)CC(c4ccccc4)N(S(=O)(=O)c4ccc(C)cc4)C3CC2c2cccc(Cl)c2)cc1 (stereo not drawn)
2.6,-4,O=C(Nc1cccc2c1CCCC2)c1cc(C2CCCCN2C(=O)OCCF)on1 (stereo not drawn)
2.3,1,Cc1nc2cc[nH]n2c(=O)c1CCc1ccccc1
3.3,-1,CCCC(=O)N1CCCC1(C)C(=O)Nc1ccc(-n2cncn2)cc1 (stereo not drawn)
-1.7,-1,CCN1C(=O)[C@H]2[C@@H](c3ccc(C)cc3)N[C@]3(CCCN(CCC(C)C)C3=O)[C@H]2C1=O
2.2,-1,CCCNC(=O)C1(C)CCCN(Cc2ccc(Oc3ccccc3)cc2)C1 (stereo not drawn)
3.6,-6,COc1ccc(-n2nnnc2C(c2ccccc2OC(F)(F)F)N2CCN(C/C=C/c3ccccc3)CC2)cc1 (stereo not drawn)
3.7,1,CCOC1CCCc2oc(-c3ccsc3)c(-c3cnc(OC)nc3)c21 (stereo not drawn)
1.0,-3,CC(=O)Nc1cc(-c2cccc(N)c2)cn2c(-c3ccccc3)cnc12
1.7,-6,C[C@@H]1ON(C)[C@H]2C[C@H]3c4[nH]c5c(-c6ccccc6)cccc5c4CCN3C[C@@H]12
5.2,1,CCCCCc1ccc2cc(C#N)ccc2n1
0.6,-1,Cc1ccc(-c2nc3c(C)cc(Br)cn3c2Cc2ccsc2)cc1
2.4,-2,Nc1ccn([C@@H]2O[C@H](C(=O)N3CCN(c4ccc(Cl)cn4)CC3)[C@@H](O)[C@H]2O)c(=O)n1
0.9,-1,CC(=O)c1nn(-c2ccccc2)c(=Nc2ccccc2)cc1C
1.5,-2,CCS(=O)(=O)N1Cc2cc(C(=O)NCCOC)nc(-c3cccc(-c4ccncc4)c3)c2[C@@H]1CCO
3.3,-3,O=C(COC(=O)/C=C/c1ccc(Cl)cc1)NCc1cccs1
1.9,0,CCCCC[C@H](C)N1C[C@H](COCc2ccccc2)Oc2cc(N3CCC[C@H]3CO)ccc2S1(=O)=O
3.7,-2,Cc1cccc(C)c1NC(=O)C1c2ccccc2OCC(=O)N1CC(F)(F)F (stereo not drawn)
1.8,-1,C[C@@H]1c2ccccc2N2C[C@H](Cc3ccc(C(=O)c4ccccc4)cc3)C[C@@H]12
-0.4,-21,N#CC(=C1C=CC(=NO)C(Cl)=C1)c1ccccc1
2.3,-1,O=c1[nH]c(=O)n(C2OC(CO)C(O)C2O)c2c1CCCC2 (stereo not drawn)
1.0,-1,CC1=C(C(=O)N2CCOCC2)CC(CC(=O)NCCN2CCOCC2)C(=O)N1Cc1ccc(F)cc1 (stereo not drawn)
-0.4,-1,CC1(C)CC(Cc2ccc(Cl)nc2)N(C(=O)OC(C)(C)C)C1 (stereo not drawn)
4.2,-1,CC(c1nc2ccccc2[nH]1)N(C(=O)C1=NNC(=O)CC1)c1ccccc1 (stereo not drawn)
1.3,2,CCOc1cc(/C=N/NC(=O)c2nnn(-c3nonc3N)c2C)ccc1OCc1ccc(C)cc1

# (listing goes on)
phage Ecoli inh,Wnt act,molecule
0.4,-2,C[C@@H]1CN([C@@H](C)CO)C(=O)CCCn2nncc2CO[C@@H]1CN(C)C(=O)NC1CCCCC1
-0.4,-5,CCCCCCn1c(=O)n2n(c1=O)[C@@H]1CN(S(=O)(=O)c3ccc(C)cc3)C[C@]1(O)[C@@H](OC(=O)NCc1ccc(OC)c(OC)c1)C2
0.1,-4,CCC(C)C(CO)NC(=O)/C=C/[C@H]1O[C@@H](n2cnc3c(NC(=O)c4ccccc4)ncnc32)[C@H](O)[C@@H]1O (stereo partly drawn)
3.8,0,CSc1ccc(CN2C(=O)C(C)Oc3c(C(C)=O)cccc32)cc1 (stereo not drawn)
2.9,-3,COc1cccc(CN(C)[C@H]2C[C@H]3c4[nH]c5ccccc5c4CCN3C[C@H]2[C@H](C)O)c1OC
3.3,-2,C1C2CC3C1C3C2=NN=C1C2CC3C(C2)C13
4.1,-3,CCN(CC)C(=O)c1cccc(-c2csc(C(C)(O)c3cccc(OC)c3)n2)c1 (stereo not drawn)
1.8,-2,Cc1ccc(S(=O)(=O)N2CCC(=O)N([C@H](CO)Cc3ccccc3)CC2)cc1
4.2,-2,CCCCCCN1CCN(C2CN(Cc3ccc(C)cc3)S(=O)(=O)C2)CC1 (stereo not drawn)
2.8,-1,CCCN1CCCCC(NC(=O)c2ccc(F)c(F)c2)C1=O (stereo not drawn)
1.7,-4,Cc1ccc(-c2nc(NCCCN(C)C)c3ccccc3n2)cc1
1.0,0,O=C(C[C@H]1C(=O)N(c2ccc(Br)cc2)C[C@@H]1Cc1ccccc1)Nc1ccccc1
-1.4,-2,CCOC(=O)[C@]12CCC=C1N(Cc1ccco1)C(=O)[C@H](CC(=O)NCc1ccc(OC)c(OC)c1)C2
3.7,0,CC(=O)Nc1ccc(NCCc2ccco2)cc1
1.1,-1,CCN(CC(=O)Nc1ccc(NC(C)=O)cc1)C(=O)C1CC(=O)N(c2ccc3c(c2)OCCO3)C1 (stereo not drawn)
1.8,-5,CCCCCCCCN1C(=O)[C@@H](CC(=O)N2CCN(C(=O)OCC)CC2)C[C@@]2(C(=O)OC)C1=C[C@H](C(C)(C)C)O[C@@H]2C

# Reprinted from the part before: two entries, then new ones.
phage Ecoli inh,Wnt act,molecule
1.1,-1,CCN(CC(=O)Nc1ccc(NC(C)=O)cc1)C(=O)C1CC(=O)N(c2ccc3c(c2)OCCO3)C1 (stereo not drawn)
1.8,-5,CCCCCCCCN1C(=O)[C@@H](CC(=O)N2CCN(C(=O)OCC)CC2)C[C@@]2(C(=O)OC)C1=C[C@H](C(C)(C)C)O[C@@H]2C
3.1,-1,CN1C=CC(=C[N+](=O)[O-])N(C)C1=O
2.0,-1,COc1cc(Cl)ccc1OC1(C)CCN(Cc2ccccc2OC(F)F)C1 (stereo not drawn)
0.2,-2,O=C(/C=C1\OCc2cc(OCc3ccccc3)ccc21)OCc1ccccc1
0.5,-5,CCCCCn1cc(CCC(=O)Nc2ccc(Oc3cccnc3)cc2)c2ccccc21
4.3,0,COC(=O)C[C@H]1C=C[C@H](NC(=O)C2CCOCC2)[C@@H](CO)O1
2.4,-2,COC(=O)[C@]12C[C@H](CC(=O)NCCc3ccccc3OC)C(=O)N(CCC3=CCCCC3)C1=C[C@H](COCc1ccccc1)O[C@@H]2C
1.9,-2,CC1(C(=O)NS(=O)(=O)c2cccc(F)c2)CCN1C(=O)Cc1cccs1 (stereo not drawn)
-1.1,0,CC1=CC(=O)Nc2ncccc2O1
3.6,-5,CCc1nc2ccc(C(=O)Nc3cccc(NS(C)(=O)=O)c3)cn2c1N(C)Cc1nccn1C
-0.7,-1,CC(=O)OCc1ccc(C2=CC(=O)CC(C)(C)C2=O)cc1
4.8,-2,FC(F)(F)c1cccc(N2CCCCC2)c1
0.8,-6,O=C(NC1CCCCC1)c1[nH]c(C(F)(F)F)nc1-c1ccccc1
2.3,9,O=C(Nc1ccc(Nc2cccnc2)cc1)c1c[nH]c2ccccc12
2.3,1,Cc1cc(C(=O)N2CCCC(Nc3ccc(C)c(C)c3)C2)nc(C)n1 (stereo not drawn)
3.6,-5,CC(C)(C)NC(=O)C(c1ccc(-c2ccccc2)cc1)n1c(=O)c(-c2ccccc2)nc2ccccc21 (stereo not drawn)
2.9,-1,Fc1cccc(Cc2c(C3CCCCC3)nc3ccc(Br)cn23)c1
2.2,-3,COc1ccccc1N1CCN(S(=O)(=O)CCNC(=O)C(C)Oc2ccccc2)CC1 (stereo not drawn)
2.2,6,O=C(c1ccccc1)N1CCC2CCN(CCc3ccccc3)CC21 (stereo not drawn)
-2.8,2,CCc1nc2c(OCC(=O)c3ccc(F)cc3)cccn2c1N(C)C(=O)C(C)C
2.5,-3,O=C(CC[C@H]1O[C@@H](n2ccc(=O)[nH]c2=O)[C@H](O)[C@@H]1O)NCCCc1ccccc1
2.7,-3,O=c1[nH]c2cc3ccccc3cc2nc1-c1nnnn1C1CCCC1
0.5,0,COc1ccc(-c2noc(CCC(=O)Nc3cccc(C(=O)NC4CC4)c3)n2)cc1OC
2.5,-1,COc1ccc(CNC(=O)c2ccc(-c3c(C)noc3C)c3ccoc23)cc1OC
1.6,1,COCCNC(=O)C1(C)CCCN(Cc2cc(C(F)(F)F)ccc2Cl)C1 (stereo not drawn)
2.1,15,CN1OC[C@@H]2CN[C@H](c3ccc(-c4ccc(C#N)cc4)cc3)C[C@@H]21
2.1,7,CCOc1ccc2[nH]c(=S)sc2c1
4.3,-2,COc1ccccc1CNc1nc(Nc2cccc(-c3cnco3)c2)c2sccc2n1
-0.4,-2,COc1ccc(C(=O)N2CCC(C)(C(=O)O)C2)cc1OC (stereo not drawn)
2.5,-3,COc1ccc(S(=O)(=O)N2CCC[C@H]2C(=O)N2CCC[C@H]2C(=O)NCc2ccccc2)cc1C
0.6,-3,Cc1nc(-c2ccccc2)sc1C(=O)NS(=O)(=O)c1ccc(CN2CCN(c3ccccc3)CC2)cc1
-0.2,-3,COc1ccc(CN2C(=O)c3ccccc3C2c2nnnn2C(C)C)cc1 (stereo not drawn)

# Of the compounds above, 7 contain a CF3 group.
phage Ecoli inh,Wnt act,molecule
0.6,-1,Cc1nc(C(F)(F)F)ccc1C(=O)N1CCC1(C)C(=O)NS(=O)(=O)c1c(C)noc1C (stereo not drawn)
5.6,0,CCN1C(=O)[C@H]2[C@@H](c3ccc(C(F)(F)F)cc3)N[C@]3(CCCN(Cc4ccc(C)cc4)C3=O)[C@H]2C1=O
3.6,-6,COc1ccc(-n2nnnc2C(c2ccccc2OC(F)(F)F)N2CCN(C/C=C/c3ccccc3)CC2)cc1 (stereo not drawn)
3.7,-2,Cc1cccc(C)c1NC(=O)C1c2ccccc2OCC(=O)N1CC(F)(F)F (stereo not drawn)
4.8,-2,FC(F)(F)c1cccc(N2CCCCC2)c1
0.8,-6,O=C(NC1CCCCC1)c1[nH]c(C(F)(F)F)nc1-c1ccccc1
1.6,1,COCCNC(=O)C1(C)CCCN(Cc2cc(C(F)(F)F)ccc2Cl)C1 (stereo not drawn)
